Screening data (PubChem)
PvdQ inh: P. aeruginosa PvdQ acylase inhibitors, primary screen, biochemical, fluorescence, plate reader and imaging, single point. purified PvdQ acylase. inhibition, % at 10 µM. 340,000 tested, 0.063% active. AID 488965, 2010; in the data active = inhibition above about 30%, passing the limit was not always enough;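 also: 0% = vehicle neutral wells and 100% = reference inhibitor wells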
Rtt109 Vps75: inhibitors of C. albicans Rtt109/Vps75 HAT, primary screen, biochemical, ThioGlo CoA-SH fluorescence, plate reader; Histone acetyltransferase RTT109 (Candida albicans (strain SC5314 / ATCC MYA-2876)), …; purified Rtt109/Vps75, 4 h; inhibition, % at 34.9 µM; 330,000 tested, 0.16% active; AID 540336, 2011;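 active = inhibition of at least 50% in every replicate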
Target sequence (Q5AAJ8 whole entry, looked up): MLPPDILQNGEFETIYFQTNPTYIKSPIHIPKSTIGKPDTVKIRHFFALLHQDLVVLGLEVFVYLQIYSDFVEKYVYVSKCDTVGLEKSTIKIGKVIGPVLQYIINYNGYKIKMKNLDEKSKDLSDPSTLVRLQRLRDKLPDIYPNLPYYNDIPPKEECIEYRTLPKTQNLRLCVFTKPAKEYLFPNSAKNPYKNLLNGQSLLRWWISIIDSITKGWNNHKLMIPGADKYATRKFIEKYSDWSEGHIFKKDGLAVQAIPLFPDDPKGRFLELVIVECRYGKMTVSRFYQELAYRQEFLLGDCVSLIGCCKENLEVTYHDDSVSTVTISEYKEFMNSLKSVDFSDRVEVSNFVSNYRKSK
dFosB activator: activators of delta FosB homodimer, primary screen, biochemical, fluorescence polarization, TAMRA-CDK5 oligo, single point; purified delta FosB; percent of positive-control signal above neutral wells; AID 493131, 2011; Protein FosB (Mus musculus), P13346; activation, % at 25 µM; 340,000 tested, 0.99% active;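 active = mean activation above about 17%, with every replicate also reaching it, limit read from the data, passing the limit was not always enough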;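 also: fluorescence polarization rise as delta FosB binds a TAMRA Cdk5 AP-1 oligo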
Keap1 Nrf2 FP: Keap1-Nrf2 protein-protein interaction inhibitors, primary screen, biochemical, fluorescence polarization, single point | Keap1 Kelch-Nrf2 peptide fluorescence polarization, 1536-well | Kelch-like ECH-associated protein 1 (Homo sapiens), Q14145 | 340,000 tested, 0.15% active | AID 504523, 2011 | inhibition, % at 9.4 µM; in the data active = inhibition above about 12%;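 also: human Keap1 Kelch domain with fluorescein labeled Nrf2 9mer peptide probe; 0% = neutral control wells and 100% = peptide positive control; higher means more block of Keap1 binding to Nrf2 peptide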
PfHsp90 set2: growth inhibition of PfHsp90-expressing yeast, primary screen, antimalarial PfHsp90 inhibitor project, S. cerevisiae, BacTiter-Glo luminescence, single point, set 2; BacTiter-Glo ATP, 48 h; yeast lacking PDR1 and PDR3 efflux regulators; 310,000 tested, 0.32% active; inhibition, % at 9.4 µM;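 active = every replicate shows inhibition above about 80%, whatever the replicate mean, limit read from the data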;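 also: 0% = DMSO neutral controls and 100% = 20 µM radicicol positive controls; yeast relying on Plasmodium falciparum Hsp90 in place of its own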
NSD2 inh: NSD2 histone methyltransferase inhibitors, primary screen, biochemical, AlphaScreen, single concentration, set 2; inhibition, % at 12.5 µM; Histone-lysine N-methyltransferase NSD2 (Homo sapiens), O96028; 310,000 tested, 0.54% active; AID 743445, 2014; NSD2 peptide methylation, 120 min; in the data active = inhibition above about 50%
SUMO Mot1 rescue: yeast Mot1-301 growth rescue at high temperature, primary screen, SUMOylation pathway inhibitor project, S. cerevisiae, ATP luminescence, 38.5C; S. cerevisiae Mot1-301 growth rescue; percent above DMSO median, 100 means doubled; 320,000 tested, 1% active; AID 2716, 2010; growth rescue, % at 18.8 µM;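 active = every valid replicate shows activation above 250% relative to neutral control wells; inactive = the rest, any valid replicate at or below 250%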;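 also: OY570 slx delta 5 strain wells were the positive control but not used for scaling; some compounds called inactive have numbers as strong as hits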
CDK5 p35 inh: inhibitors of human CDK5/p35 kinase, primary screen, biochemical, single concentration; 330,000 tested, 0.01% active; inhibition, % at 10 µM; Cyclin-dependent kinase 5 (Homo sapiens) + Cyclin-dependent kinase 5 activator 1 (Homo …; AID 488839, 2010; Recombinant CDK5/p35, ADP-Glo luminescence, 60 min;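 active = highest replicate inhibition of at least 50% and at least 75% of replicates reaching 50%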;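 also: plate controls were DMSO neutral control for no effect and GW8510 at 10 µM for full effect; many of its hits are not listed in these tables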
Target sequence (Q00535 whole entry, looked up): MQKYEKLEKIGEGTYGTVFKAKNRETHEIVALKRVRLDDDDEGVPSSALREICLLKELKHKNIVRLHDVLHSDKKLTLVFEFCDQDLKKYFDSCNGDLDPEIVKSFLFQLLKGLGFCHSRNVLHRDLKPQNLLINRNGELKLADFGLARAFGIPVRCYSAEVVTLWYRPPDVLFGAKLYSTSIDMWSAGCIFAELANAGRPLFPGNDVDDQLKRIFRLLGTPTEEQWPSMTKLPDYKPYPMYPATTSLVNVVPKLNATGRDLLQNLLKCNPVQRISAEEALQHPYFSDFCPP
Target sequence (Q15078 whole entry, looked up): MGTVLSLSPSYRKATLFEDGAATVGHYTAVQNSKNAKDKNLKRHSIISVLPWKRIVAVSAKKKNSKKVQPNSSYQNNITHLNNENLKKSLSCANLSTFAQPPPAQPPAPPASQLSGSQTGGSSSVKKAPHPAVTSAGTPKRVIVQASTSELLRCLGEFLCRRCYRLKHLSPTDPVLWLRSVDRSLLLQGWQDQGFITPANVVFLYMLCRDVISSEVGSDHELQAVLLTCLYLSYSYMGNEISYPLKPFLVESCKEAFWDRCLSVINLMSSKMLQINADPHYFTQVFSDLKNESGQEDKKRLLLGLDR
RTF Ca sens inh: cardiac RTF calcium sensitivity inhibitors, primary screen, biochemical, IANBD-TnC fluorescence, EC70 calcium; IANBD-labeled cardiac RTF, Ca2+ fluorescence; inhibition, % at 7.15 µM; 340,000 tested, 0.12% active; AID 493244, 2011;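 active = inhibition above the mean inhibition of all tested compounds plus 3 SD, cut at about 17% in these data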;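 also: assay run at fixed EC70 calcium of 1.6 mM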
LANA DNA inh: inhibitors of KSHV C-LANA binding to DNA, primary screen, biochemical, fluorescence polarization, FAM-LBS DNA, MBP-C-LANA, single point; Kaposi's sarcoma herpesvirus LANA C-terminal domain (residues 932-1162) DNA binding; inhibition, % at 9 µM; 340,000 tested, 0.078% active;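 active = highest replicate inhibition at or above 60% at 9 µM, even if other replicates fall short; inactive = all replicates below 60% inhibition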;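 also: 0% = neutral control wells and 100% = 4 µM acridine orange control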
cardiac RTF act: cardiac RTF calcium sensitivity activators, primary screen, biochemical, IANBD-TnC fluorescence, EC20 calcium; Troponin I, cardiac muscle (Homo sapiens) + Troponin T, cardiac muscle (Homo sapiens) + …; activation, % at 7.2 µM; 340,000 tested, 0.24% active; IANBD-labeled TnC RTF fluorescence at EC20 calcium; 0% EC20 calcium, 100% full calcium;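 active = activation above the mean over all tested compounds plus 3 SD, cut at about 30% in these data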;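 also: rise in fluorescence read as greater calcium sensitivity of cardiac thin filaments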
An asterisk follows results filed as active; / = not tested or not shown.

SMILES	PvdQ inh	Rtt109 Vps75	dFosB activator	Keap1 Nrf2 FP	PfHsp90 set2	NSD2 inh	SUMO Mot1 rescue	CDK5 p35 inh	RTF Ca sens inh	LANA DNA inh	cardiac RTF act
Cc1sc2nc(CN3CCCCC3)nc(Nc3ccc4c(c3)OCCO4)c2c1C	-8	3	2	2	/	14	6	-1.9	-1	0.6	-4
COc1ccc(CCNC(=O)/C=C/c2ccc(OC)c(S(=O)(=O)N3CCOCC3)c2)cc1	6	-3	-7	-2	-2	/	-1	-0.1	3	-0.6	-5
Cc1nc2sc(-c3ccccc3)nn2c(=O)c1Br	-9	-8	-3	-7	4	3	-8	0.9	-10	0.0	1
CC(=O)Nc1cccc(Oc2ccc([N+](=O)[O-])cc2Cl)c1	11	/	-4	-3	5	-1	5	3.8	-2	0.2	-4
CC1CCN(S(=O)(=O)c2ccc(Oc3ccc([N+](=O)[O-])cc3)cc2)CC1	5	-4	-1	0	-16	4	579	-0.1	1	0.2	2
CC(C)CN=c1cc(-c2ccccc2)oc2ccc(Cl)cc12	-6	-2	8	2	-31	1	4	-1.0	-4	-0.7	3
O=C(Cn1cnc2ccccc2c1=O)N1CCOCC1	-12	-10	2	1	/	-1	-5	0.3	-11	4.2	5
COc1cccc(Nc2nc(N)nc(CCl)n2)c1	-9	5	-5	-1	-21	0	13	-3.8	-4	-1.1	6
S=c1[nH]nc(-c2ccncc2)n1Cc1ccccc1	-9	1	5	-3	-15	-2	10	0.2	-6	1.6	-1
CC(C)NC(=O)C1CCN(S(=O)(=O)c2ccc(N3CCCC3=O)cc2)CC1	6	5	2	2	10	8	-8	-0.4	0	1.4	-3
CNC(=S)N(Cc1cc2cc(C)ccc2n2nnnc12)CC(C)(C)CN(C)C	-11	2	-3	-5	-2	11	10	1.3	-3	-0.5	3
O=C(/C=C/c1ccco1)Nc1ccccc1N1CCOCC1	-10	-3	-8	-7	32	0	-4	-1.3	-4	1.7	4
O=C(NCCOc1ccccc1)C1CCC(=O)N(C2CCCCCC2)C1 (configuration not stated)	-13	4	-6	-4	-22	-1	-1	-1.9	-5	0.4	-2
Fc1ccc(Cn2nnnc2C(c2cccs2)N2CCCCCC2)cc1 (configuration not stated)	-12	4	-3	-2	-19	-2	-2	1.2	-1	0.8	2
CC(CN1CCCCC1)C(=O)NNC(=O)C12CC3CC(CC(C3)C1)C2 (configuration not stated)	5	-3	2	1	32	-3	0	0.0	3	-2.2	2
S=C(Nc1ccc2nsnc2c1)N1CCCCCC1	5	4	5	-1	-8	153*	-3	1.6	-5	0.7	0
O=C(O)C1CC=CCC1C(=O)Nc1ccc2c(c1)OCCO2 (configuration not stated)	-5	-5	-1	3	-18	0	-1	-0.1	-2	0.4	-5
O=C(O)C1C2C=CC(C2)C1C(=O)NCc1ccc2c(c1)OCO2 (configuration not stated)	11	-2	5	1	18	-1	3	0.6	2	-0.3	-9
Cc1cc(N2C(=O)C3C4C=CC(C4)C3C2=O)ccc1NC(=O)c1cccs1 (configuration not stated)	7	0	-1	-1	2	0	-14	3.9	-19	2.2	-5
COc1ccc(CCNCC(=O)Nc2ccc(C(=O)N3CCCCC3)cc2)cc1	-1	6	-3	0	3	14	-9	-0.3	0	1.7	-9
Cc1cc(C)nc(SC/C=C/c2ccccc2)n1	-12	6	2	-9	-24	-5	-8	1.1	-11	0.3	3
NC1=NC(=Nc2ccccc2)c2ccccc21	-11	-1	-2	-3	-18	-2	134	0.8	-10	-1.1	-3
O=C(CCCOc1ccc(Cl)cc1)N1CCCCCC1	-6	-2	7	1	6	/	14	0.4	-13	0.9	-2
COc1nc(NCCC2=CCCCC2)nc(OC)n1	-8	-14	-6	1	14	-5	-39	-0.2	-6	0.0	-2
CCOc1ccccc1C(=O)Nc1ccc(S(=O)(=O)Nc2cc(OC)nc(OC)n2)cc1	11	29	-3	-2	-5	0	-12	-0.7	5	-0.3	-4
COc1cc(C(=O)Nc2cccc(C)c2C)ccc1OCC(=O)N1CCOCC1	-8	5	4	0	-6	1	-16	0.2	-2	1.5	6
Cc1ccc(CNC(=O)COC(=O)c2nc(-c3ccccc3)oc2C)cc1	5	22	5	-3	-99	2	-6	0.1	-12	-0.8	-2
O=[N+]([O-])c1ccc(Cl)c(S(=O)(=O)NCC2CCCO2)c1 (configuration not stated)	-10	0	4	-6	-42	-5	-5	/	-2	-1.5	0
Cc1ccccc1Cn1c(C)cc(C)c(C#N)c1=O	-6	-7	0	4	-1	-1	-2	-1.1	-22	-1.8	0
O=C(Nc1ccc(Cl)cc1)OCc1ccccn1	5	-7	-5	-1	/	/	288	-0.5	2	-0.6	-4
CC(Sc1nnc(Cc2ccccc2)o1)C(=O)NC1(C#N)CCCCC1 (configuration not stated)	-10	0	1	-6	6	-2	8	0.0	-8	-0.9	-6
COCC(=O)Nc1ccc(N2CCN(c3ccccc3)CC2)c(F)c1	-16	2	-3	-4	16	-4	-6	-0.4	-9	-0.6	-2
CC(=O)N1c2ccc(S(=O)(=O)NCCC(=O)Nc3ccc(C)cn3)cc2CC1C (configuration not stated)	5	0	-7	-5	-7	-2	-4	0.7	-4	-0.8	-2
Cc1cc(C(F)(F)F)nn1CC(=O)Nc1ccc2c(c1)OCO2	-12	-2	9	-5	-6	0	-6	0.4	-5	-2.1	1
CC(NC(=O)Cn1c(=O)oc2cc(S(=O)(=O)N3CCCC3)ccc21)c1ccccc1 (configuration not stated)	-10	2	6	-1	-9	/	/	0.7	-3	0.5	6
COc1ccc(C(=O)Nc2cnc3sc(C)nn3c2=O)cc1	6	2	6	2	-3	-3	2	0.8	-2	0.6	-6
Cc1ccc(CNS(=O)(=O)NCc2ccccc2F)cc1	-6	/	7	2	6	-1	-4	0.3	10	0.3	-7
Nc1sc2c([n+]1CCCS(=O)(=O)[O-])CCCC2	7	11	2	0	-6	-2	/	-1.9	-6	1.0	-2
O=C(OCC(=O)N1CCCC1=O)C1CCN(S(=O)(=O)c2c(Cl)cccc2Cl)CC1	10	/	-8	1	10	-1	9	-0.5	-5	-1.4	0
CN(Cc1ccccc1)C1CC(=O)N(c2ccc(C(=O)O)cc2)C1=O (configuration not stated)	-8	0	4	-7	-24	7	20	-0.7	-12	0.4	9
Cc1ccccc1S(=O)(=O)Cc1ccc(C(=O)NCCCN2CCCC(C)C2)o1 (configuration not stated)	-17	-7	-4	-3	36	2	-3	-3.2	-4	-2.1	2
CCCCOc1ccccc1C(=O)NCCCCCC(=O)O	-3	4	1	-2	4	2	95	0.3	2	-0.6	-2
COc1ccc(C2NC(=O)N(C)C(C)=C2[N+](=O)[O-])cc1 (configuration not stated)	4	-2	1	-1	7	-1	-6	-0.8	-7	3.2	-5
O=C(CN(C(=O)CCC(=O)Nc1nccs1)c1cccc(F)c1)NCC1CCCO1 (configuration not stated)	-7	-4	-2	-4	-32	-1	-11	0.6	3	-2.8	1
COc1ccc(C2C(C(=O)C(C)(C)C)=C(O)C(=O)N2Cc2ccccc2)cc1 (configuration not stated)	14	0	-7	-2	-18	-3	14	2.4	-2	-0.5	-5
Cc1cc(NC(=O)CN2CCCCCCC2)no1	4	5	6	-3	-8	-1	3	7.5	9	1.2	-2
CC1(c2nnc(Cc3ccccc3)o2)CC(c2cccc([N+](=O)[O-])c2)=NO1 (configuration not stated)	4	-5	-6	7	6	/	-9	0.4	-31	24	-7
C#CCOCCOCCOCCNc1nc(N2CCN(C(=O)[C@H]([C@@H](C)O)n3cc(CCCCN)nn3)CC2)nc(N2CCN(C(=O)[C@H](CCCCN)n3cc(CCC(=O)O)nn3)CC2)n1	-5	1	-1	-5	-5	/	-10	0.6	4	-0.2	10
C=CCn1c(Cc2ccccc2)nc2c(cnn2-c2ccccc2)c1=O	-16	6	-7	-4	-21	42	3	1.6	-4	-1.6	8
COc1ccc(CCNC(=O)CN(C)S(=O)(=O)c2ccc3c(c2)CCC(=O)N3)cc1OC	-14	2	-4	-8	-19	/	-23	-0.9	-12	1.2	16
CN(Cc1nc(-c2cccnc2)no1)S(=O)(=O)c1ccc(Br)cc1	4	4	1	-1	-7	5	/	1.5	3	0.1	-2
O=C(CCCN1CCc2[nH]c3ccc(F)cc3c2C1)c1ccc(F)cc1	15	14	10	1	-11	2	-10	1.1	4	0.1	-4
Clc1ccc2nc(CN3CCCCC3)cn2c1	-2	9	3	-2	10	43	-14	0.0	-1	-0.6	0
Cc1ccc(NC(=O)Nc2c(C)n(C)n(-c3ccccc3)c2=O)cc1C	-19	-12	-3	-1	-14	-1	-1	-1.4	5	1.9	4
O=C(O)C(Cc1c[nH]c2ccccc12)N1Cc2ccccc2C1=O (configuration not stated)	7	2	-14	-3	-3	0	3	0.1	0	3.9	-1
CCOc1ccc2cc(S(=O)(=O)N3CCN(C)CC3)ccc2c1	8	6	-6	2	7	7	213	-0.6	-4	-0.6	1
